Pf Dd2 inh: inhibitors of Plasmodium falciparum Dd2 growth; AID 1347417; Potency, µM (series often up to 28.9 µM), without a hit: at the highest dose activity, negative = inhibition, hits mostly inhibitors; actives 4.3% (n = 120,000); P. falciparum Dd2 growth, SYBR Green, 72 h; active = well fitted inhibition curve with a large enough effect; inconclusive = small, poorly fitted or top-dose-only effect; inactive = no such curve, though single readings can be large or run the other way;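 note: plate controls were DMSO vehicle for no effect and reference drug for full effect; nearly all actives have a fitted effect of over 65% in size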
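Infected erythrocytes (Dd2, 0.3% parasitemia, 2.5% hematocrit final) are added to compound in RPMI-1640/Albumax II medium, grown 72 h at 37C in low oxygen, then lysed with saponin/Triton-X containing SYBR Green and read by fluorescence.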
Starred values were filed as active, the others as inactive; i = inactive; u = inconclusive; [ ] = another dose, or the depositor's remark. Potency is the fitted concentration of half-maximal effect. The list is partial; count on the stated rates, not on these rows.

SMILES | Pf Dd2 inh
CC(C)(C)c1ccnc(N[C@H]2CO[C@H]3[C@@H]2OC[C@@H]3NC(=O)c2ccco2)n1 | i
O=C(NCc1ccc(N2CCCCC2)cc1)c1cnc(-c2ccccc2)nc1-c1ccncc1 | -11.5%
O=C([C@H]1CNC[C@H](C(=O)N2CCN(c3cccnc3)CC2)C1)N1CCOCC1 | 24.1%
COc1cccc(NC(=O)CSc2nc(O)c(C/C=C/c3ccccc3)c(=O)[nH]2)c1 | -24.4%[5.79 µM]
CCc1csc(Cn2cc(-c3cncnc3)nn2)n1 | -5.6%
Cc1ccc(OCC(=O)N2CC(Oc3ccc(-c4nc(-c5ccccc5)no4)cc3)C2)cc1 | 16.5%[5.79 µM]
CC(C)N1CCC(CCNC(=O)CCC[C@H]2NC[C@@H]3C[C@H]2CN(Cc2ccccc2)C3)CC1 | u
CS(=O)(=O)CC(O)c1cc2n(n1)CCN(Cc1ccc(Cl)s1)C2 (stereo not given) | -12.9%
CCOc1ccc(NC(=O)CCS(=O)(=O)c2cc3c4c(c2)CCN4C(=O)CC3)cc1 | 18.7%
Cc1cc(-c2cc3c(cn2)CN(Cc2c[nH]c4ccccc24)CCN3)ccn1 | u
CC(=O)c1cccc(S(=O)(=O)NCCc2csc3nc(-c4ccc(F)cc4)nn23)c1 | -23.9%
Cc1cnc(N2CC3CCC(C2)N3CC(F)(F)F)c([N+](=O)[O-])c1 | -2.3%
COc1ccc(S(=O)(=O)NCCc2sc(-c3ccccc3)nc2C)cc1F | -6.9%
O=C(c1ccn[nH]1)N1CCC[C@H](n2c(=O)n(CC3CC3)c3cccnc32)C1 | -22.4%
C[C@H](O)c1c(-c2ccc(Cl)cc2)noc1C(=O)N(C)C | -4.3%[44.1 µM]
O=C1NC2(CCN(C(=O)c3ccc(Cl)c(F)c3)CC2)CC1c1ccccc1 (stereo not given) | -6.0%
Cn1cnc(S(=O)(=O)N2CCC3(CCCCO3)CC2)c1 | 0.9%
Cc1noc(C)c1-c1cc(-c2ccncc2)cn2cncc12 | -27.3%[44.1 µM]
C#CCNC(=O)[C@@H]1Cc2cn(Cc3ccncc3)c3cccc(c23)[C@H](CC(C)C)N1 | 10µM*
CC(c1cccs1)N(C)Cc1ccc(F)cc1 (stereo not given) | 0.7%[44.1 µM]
COc1ccc(C(=O)N2CCC(Oc3ccc(-c4noc(C(C)C)n4)cc3)C2)cc1 (stereo not given) | 30.2%[activator][5.79 µM]
COCC1CN(C(C)=O)CC12CCN(S(=O)(=O)Cc1ccc(F)cc1)CC2 (stereo not given) | 13.5%
Cc1nc2nc(SCC(=O)NCCc3ccc(Cl)cc3)nn2c(C)c1Cc1ccccc1 | 37.4%[activator]
C#CCOc1c(Br)cc(C2C(C(=O)OC)=C(C)NC3=C2C(=O)c2ccccc23)cc1OCC (stereo not given) | i

6 records picked at random from the list so far, as already listed:
SMILES | Pf Dd2 inh
O=C(c1ccn[nH]1)N1CCC[C@H](n2c(=O)n(CC3CC3)c3cccnc32)C1 | -22.4%
Cc1noc(C)c1-c1cc(-c2ccncc2)cn2cncc12 | -27.3%[44.1 µM]
O=C([C@H]1CNC[C@H](C(=O)N2CCN(c3cccnc3)CC2)C1)N1CCOCC1 | 24.1%
CS(=O)(=O)CC(O)c1cc2n(n1)CCN(Cc1ccc(Cl)s1)C2 (stereo not given) | -12.9%
CC(C)N1CCC(CCNC(=O)CCC[C@H]2NC[C@@H]3C[C@H]2CN(Cc2ccccc2)C3)CC1 | u
CC(c1cccs1)N(C)Cc1ccc(F)cc1 (stereo not given) | 0.7%[44.1 µM]

Next part
SMILES | Pf Dd2 inh
Cc1cccc(C(=O)N2CCc3cc(CNC(=O)c4ccco4)ccc32)c1 | 4.3%
CCOC(=O)c1c(NC(=O)c2ccccc2Cl)sc2c1CCCC2 | i
CCOC(=O)c1c(C)sc(-c2c(-c3ccccc3)[nH]c3[nH]c(=O)[nH]c(=O)c23)c1O | 33.9%
COc1ccccc1CC(=O)NC1CCN(c2cnn(CC3CC3)c(=O)c2)CC1 | u
CCOc1ccc(CCNC(=O)CCc2cn(Cc3ccc(F)cc3)c3ccccc23)cc1 | u
COc1ccc(OC)c(S(=O)(=O)N2CCC(c3ccncc3)CC2)c1 | i
O=C(c1ccsc1)N1CCN(c2cc(-c3ccc(Cl)cc3)[nH]n2)CC1 | i
FC(F)(F)CN1C2CCC1CN(c1cnc3ccccc3c1)C2 | -27.4%
CC(C)c1ccc(N2C(=O)N[C@@H]3CCN(C(=O)C4CCCC4)[C@@H]3C2=O)cc1 | 9.3%[44.1 µM]
Cc1ccc(-n2nc(-c3c(C)nc4scc(CC(=O)N5CCOCC5)n4c3=O)cc2C)cc1 | i
CC(=O)N[C@@H]1C=C(C(=O)N[C@H](CC(C)C)C(N)=O)C[C@@H](O)[C@@H]1O | 6.5%[44.1 µM]
COc1ccc(-c2nnc(C[C@@H]3C[C@@H](C(C)C)[C@H](CNc4ccccn4)C=C3C)o2)cc1 | u
Cc1sc2cc(C(=O)NCCN(C)C)[nH]c2c1CN1CCCCC1 | i
CN1CCCCCCN(C(=O)C2CCC2)[C@H]2CCC[C@H]2C1=O | 3.7%
COc1ccccc1OCC(=O)Nc1cc(-c2ccc(C)cc2)no1 | 33.1%[activator]
COc1ccc(NC(=O)C2CCN(S(=O)(=O)c3ccc4c(c3)CCCC(=O)N4)CC2)c(OC)c1 | 28.6%
COc1ccc(S(=O)(=O)NCCc2nnc3ccc(SCC(=O)Nc4ccccc4C)nn23)cc1 | -12.8%
O=C(C[C@@H]1CCNC[C@@H]1Cc1cc(CSc2ccccc2)on1)NCc1cccnc1 | i
CCn1cc(-c2nc3cc(S(=O)(=O)NC(C)C)ccc3n2C(C)C)c(C)n1 | 3.1%
O=C(COc1ccc2oc3c(c2c1)CCCC3)Nc1cccc(Br)c1 | 43.9%[activator]
CC(C)Cc1cc(C(=O)N2CCc3[nH]nc(-c4ccccc4)c3C2)nc(=O)[nH]1 | -12.3%
Cc1ncc2c(n1)C[C@@H]1CC[C@H]2N1S(=O)(=O)c1ccc2c(c1)OCCO2 | 10.8%
CCOc1ccc(NC(=O)c2ccc(NC(=O)N3CCSc4ncccc43)cc2)cc1 | -7.1%
CSc1ccccc1OCc1cc(C(=O)NCCN2CCCCC2CO)no1 (stereo not given) | 11.2µM*

Copied from the list:
`CCOc1ccc(NC(=O)c2ccc(NC(=O)N3CCSc4ncccc43)cc2)cc1` – Pf Dd2 inh: -7.1%
`COc1ccccc1OCC(=O)Nc1cc(-c2ccc(C)cc2)no1` – Pf Dd2 inh: 33.1%[activator]
`CCn1cc(-c2nc3cc(S(=O)(=O)NC(C)C)ccc3n2C(C)C)c(C)n1` – Pf Dd2 inh: 3.1%
`CN1CCCCCCN(C(=O)C2CCC2)[C@H]2CCC[C@H]2C1=O` – Pf Dd2 inh: 3.7%
`CC(C)Cc1cc(C(=O)N2CCc3[nH]nc(-c4ccccc4)c3C2)nc(=O)[nH]1` – Pf Dd2 inh: -12.3%

Next section:
SMILES | Pf Dd2 inh
CCCCN(C)C(=O)CCC1CCN(c2cc(NC3CC3)ncn2)CC1 | u
COC(=O)c1c(NC(=O)COc2ccc(OC)cc2)sc2c1CCC(C)C2 (stereo not given) | -0.7%
Cc1ccc(-c2nc(C(=O)N3CCN(c4ccccn4)CC3)no2)cc1 | i
CC1(CNc2ccccc2)COc2ccc(C(=O)NCCc3cnc[nH]3)cc2N1 (stereo not given) | i
O=C(c1ccc(F)c(F)c1)N1CCC(n2cc(-c3nc(C4CC4)no3)nn2)C1 (stereo not given) | u
CC(=O)Nc1ccc(NC(=O)CCC(=O)c2ccc(C)cc2)cc1 | 93.4%[activator]
Cc1c(CN2CCCC(COc3ccccc3C(=O)N3CCC(C)CC3)C2)cnn1C (stereo not given) | u
CCNC(=O)N[C@@H]1C=C[C@@H](c2c(C)nn(-c3ccc(C(C)C)cc3)c2C)C1 | u
Cc1cccc(CNC(=O)C2(c3ccc(NS(C)(=O)=O)cc3)CCCCC2)c1 | i
CC(C)c1cc(-c2nc(-c3ccc(Cl)cc3)no2)n[nH]1 | -4.6%
COc1ccc(CCNC(=O)Cn2c(=O)cc(C(F)(F)F)c3c(C)nn(C)c32)cc1OC | 23.9%
CCn1c(=O)c2ccnn2c2ccc(C(=O)O)cc21 | -17.6%

Reprinted from the part before: two entries; new compounds follow.
SMILES | Pf Dd2 inh
COc1ccc(CCNC(=O)Cn2c(=O)cc(C(F)(F)F)c3c(C)nn(C)c32)cc1OC | 23.9%
CCn1c(=O)c2ccnn2c2ccc(C(=O)O)cc21 | -17.6%
CC(=O)c1cc2c(cc1N/C(=N/S(=O)(=O)c1ccc(F)cc1)c1ccccc1)OCO2 | -5.6%
CC(C)NC(=O)Nc1ccc([C@H]2OCC(=O)N(CCN)[C@@H]2CO)cc1 | 14.7%[44.1 µM]
O=C(NCCc1ccccn1)C1c2ccccc2C(=O)N(C2CCCCC2)C12CCCCC2 (stereo not given) | u
COc1cc(C(CC(=O)Nc2cc(C)ccn2)N2Cc3ccccc3C2=O)cc(OC)c1OC (stereo not given) | 20.2%
NC(=O)CN1C(=O)CO[C@H]2CN(Cc3ccccc3F)C[C@H]21 | 6.5%[44.1 µM]
COc1ccc(OCC(=O)N2CCN(C(=O)c3cccc(OC)c3OC)CC2)cc1 | -0.8%
COc1ccc(-c2ccc3c(N)c(C(=O)NCc4ccc(Cl)cc4)sc3n2)cc1 | -23.2%
O=C(CCc1ccc(O)cc1)N[C@H]1CC[C@H](Nc2nccc(-c3cccnc3)n2)C1 | 11.2µM*
CN(C)C[C@@H]1CN(C)C[C@H]1NC(=O)Cc1cccc(Cl)c1 | -18.3%
COc1ccc(C(=O)N2CCCC3(C2)Nc2cccnc2NC3=NCc2ccccc2)cn1 (stereo not given) | i[5.79 µM]
Cn1nccc1-c1ccc2ncn(-c3ccc(F)cc3F)c(=O)c2n1 | i
NCCC1CCN(C(=O)Nc2ccccc2F)CC1 | -19.1%

An excerpt of these results, field by field.
> COc1ccc(-c2ccc3c(N)c(C(=O)NCc4ccc(Cl)cc4)sc3n2)cc1
  Pf Dd2 inh: -23.2%
> O=C(CCc1ccc(O)cc1)N[C@H]1CC[C@H](Nc2nccc(-c3cccnc3)n2)C1
  Pf Dd2 inh: 11.2µM*
> CN(C)C[C@@H]1CN(C)C[C@H]1NC(=O)Cc1cccc(Cl)c1
  Pf Dd2 inh: -18.3%

Going on with the list:
SMILES | Pf Dd2 inh
CCOc1ccccc1NC(=O)Cn1ccn(-c2ccccc2)c(=O)c1=O | 51.6%[activator]
Cc1noc(C)c1S(=O)(=O)N1CCCCC1CCn1cccn1 (stereo not given) | -2.1%
CCOC(=O)c1c(NC(=O)c2noc3c2CC(C(C)(C)C)CC3)sc2c1CCCC2 (stereo not given) | -6.9%
CCCN(CCC)C(=O)Cn1c(=O)n(-c2cccc(OC)c2)c(=O)c2c3c(sc21)CCCC3 | 9.1%
CN1C(=O)[C@H]2CN(Cc3ccsc3)C[C@H]2C1=O | 85.2%[activator]
Cc1ccccc1-c1nc2c3c(-c4ccccc4)c(-c4ccccc4)oc3ncn2n1 | 10.0%
COc1cc(CN(C(=O)c2oc3ccccc3c2C)C2CCS(=O)(=O)C2)cc(OC)c1OC (stereo not given) | 0.2%
Cc1ccc(-n2ncc(C(=O)NCCCN3CCCCC3)c2C2CCN(C(=O)OC(C)(C)C)CC2)c(C)c1 | 8.91µM*
CC(=O)N1C2CCC1CN(Cc1cccnc1)C2 | -17.3%[44.1 µM]
COc1ccccc1N1CCN(CC(O)COc2ccc(Cl)c(C)c2)CC1 (stereo not given) | 56.1%[activator]
Cc1noc(C)c1Cn1cc2c3c(cccc31)[C@H](CC(C)C)N[C@H](C(=O)O)C2 | i
COCC(=O)N[C@@H]1CN(Cc2cccc(OC)n2)CC[C@@H]1c1nc(C)no1 | i[5.79 µM]
CC(=O)Nc1cccc(NC(=O)CSc2ccc(-c3sc(-c4ccccc4)nc3C)nn2)c1 | 8.91µM*
COc1ccccc1N1CCN(C(=O)[C@@H]2Cc3c[nH]c4cccc(c34)[C@H](CC(C)C)N2)CC1 | i
COc1ccc(CN2C=C(C(=O)OCc3noc(-c4ccc(C)c(C)c4)n3)C(C)=NS2(=O)=O)cc1 | i
Cc1ccc(NC(=O)Cn2c(=O)n(CCC(=O)NCc3ccccc3Cl)c(=O)c3ccccc32)c(C)c1 | -0.1%
COc1cccc(CC(=O)N2CCCC(c3nc(-c4ccccc4)no3)CCNC(=O)CC2)c1 (stereo not given) | u
Cc1ccc(NC(=O)Cn2c(N3CCCCC3)nc(C)c(C)c2=O)c(C)c1 | u
O=C(NCCc1ccc(Cl)cc1)c1ccc2c(c1)N(Cc1ccc(Cl)cc1)C(=O)CS2 | i
O=C1CO[C@H]2CN(Cc3ccccc3)C[C@H]2N1Cc1ccccn1 | -16.3%[44.1 µM]
CCCCSCCCNC(=O)c1cn(CC)c2ccc(S(=O)(=O)N(C)C3CCCCC3)cc2c1=O | i
CN1C(=O)c2cccn2CC1CNC(=O)c1cccn1C (stereo not given) | -0.5%
O=C(NCc1nnc2cc(-c3nc(C4CC4)no3)ccn12)c1ccc(Cl)cc1 | u
CCCn1cc(-c2ccncc2)cc1C(=O)NC(C)c1ccc(OC)cc1 (stereo not given) | 7.94µM*

From PubChem BioAssay
